# a7 integrin act: integrin-mediated muscular dystrophy alleviation activation; 0.064% of 350,000 active; alpha7betagal myoblasts, beta-gal FDG fluorescence, 48 h; Potency, µM (doses to about 38.3 µM), for inactives: at the top dose activation, actives largely listed as activators;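 note: potency is the fitted concentration of half-maximal effect; 100% = response of the positive control SU9516; nearly all actives have a fitted effect of over 60% in size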
#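 Alpha7betagal+/- myoblasts (passage 13) were plated 16-24 hr, then exposed to compounds (1:260 dilution of DMSO stock) for 48 hours at 37C. After MPER lysis, β-galactosidase reporter activity was read as FDG fluorescence (ex 480/em 540) after 30 minutes.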
# Tb PFK block: blocks T. brucei phosphofructokinase. O15648. T. brucei PFK, ADP-Glo luminescence. Potency, µM (series often up to 57.5 µM), for inactives: top-dose activity, negative = inhibition, usual class: inhibitors. 0.17% of 330,000 active;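 note: potency is the fitted concentration of half-maximal effect; 0% = uninhibited 1x PFK enzyme wells and -100% = no-enzyme wells; nearly all actives have a fitted effect of over 60% in size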
# Target sequence (O15648 whole entry, looked up): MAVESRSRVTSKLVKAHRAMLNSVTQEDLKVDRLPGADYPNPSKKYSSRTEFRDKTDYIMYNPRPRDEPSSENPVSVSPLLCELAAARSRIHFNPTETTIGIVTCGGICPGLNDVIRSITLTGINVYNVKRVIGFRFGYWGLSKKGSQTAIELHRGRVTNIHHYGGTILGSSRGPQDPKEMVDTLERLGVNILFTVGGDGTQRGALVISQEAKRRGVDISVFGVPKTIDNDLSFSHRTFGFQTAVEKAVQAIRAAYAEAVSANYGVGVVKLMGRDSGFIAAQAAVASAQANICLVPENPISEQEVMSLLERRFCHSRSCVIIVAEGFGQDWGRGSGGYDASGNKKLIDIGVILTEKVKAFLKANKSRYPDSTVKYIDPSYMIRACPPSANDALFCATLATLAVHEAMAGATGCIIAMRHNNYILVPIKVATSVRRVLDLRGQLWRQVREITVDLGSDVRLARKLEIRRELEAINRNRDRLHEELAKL
#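 In TEA buffer at pH 8.0 with 5 mM MgCl2, enzyme (1.25 nM) converted F6P (0.5 mM) and ATP (0.1 mM) for 45 min at room temperature. ADP product was read by luciferase luminescence.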
# Mito fusion act: inhibitors of mitochondrial division or activators of mitochondrial fusion; S. cerevisiae fusion-defective mutant growth rescue, CellTiterGlo 48 h; Potency, µM (doses to about 46.1 µM), without a hit: at the top dose growth rescue (activation), actives largely listed as activators; 0.23% of 320,000 active;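 note: potency is the fitted concentration of half-maximal effect; % of control where 0% means no effect; nearly all actives have a fitted effect of over 45% in size; temperature-sensitive fusion mutants such as fzo1-1 at 37 °C on non-fermentable ethanol glycerol medium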
#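 Growth-rescue viability read-out: after 48 h at the non-permissive 37C in glycerol/ethanol YPEG, yeast mitochondrial fusion mutants are measured by CellTiterGlo luminescence; compounds (23 nl pinned per well) restoring growth score as division inhibitors or fusion activators.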
# PTAP TSG101 blk: blocks PTAP/TSG101 interaction to inhibit HIV-1 budding | Q99816 | Fluorescence polarization, FITC-PTAP peptide / Tsg101 binding | Potency, µM (titrated, usually from 115 µM), for the others: at the highest dose activity change, negative = inhibition, actives largely listed as inhibitors | 340,000 tested, under 10 active; active = well fitted inhibition curve with a large enough effect in the main read-out, with a control signal flat, not every such curve was filed as active; inconclusive = small, poorly fitted or top-dose-only effect, or effect the other way, or a change in a side signal; inactive = no such curve, though single readings can be large or run the other way; note: potency is the fitted concentration of half-maximal effect; % of control where 0% means no effect
#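 Tsg101 binding domain (10 uM final) was mixed with compound and a FITC-labeled PTAP peptide (50 nM final) in HEPES pH 7.5 buffer with NaCl, Tween 20, EDTA and TCEP; fluorescence polarization was read after 20 min at r.t.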
# ASM inhibitor: inhibitors of human secretory acid sphingomyelinase; P17405; placental ASM, HMU-PC fluorogenic substrate, 60 min; Potency, µM (top dose mostly 57.5 µM), for the others: at the highest dose activity change, negative = inhibition, most hits filed as inhibitors; 0.006% of 340,000 active; note: potency is the fitted concentration of half-maximal effect
#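 Fluorogenic HMU-PC substrate (9 uM final) is turned over by placental ASM in 60 min at 37 C after a 10 min compound preincubation. Reaction ended by alkaline stop (pH 10), with fluorescence read at 386/447 nm.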
# Chronic BCR inh: inhibitors of chronic active B-cell receptor signaling. AID 493014. ABC-DLBCL IkBa-CBG/CBR reporter, luminescence ratio, 4 h. Potency, µM (top dose mostly 46.1 µM), for inactives: at the highest dose ratio change, negative = lower green/red ratio, hits mostly inhibitors. 0.05% of 340,000 active; active = well fitted inhibition curve with a large enough effect in the signal ratio, with a control signal flat, not every such curve was filed as active; inconclusive = small, poorly fitted or top-dose-only effect, or effect the other way, or a change in a side signal; the % refers to the signal ratio;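 note: potency is the fitted concentration of half-maximal effect; plate controls were basal doxycycline-induced cells for no effect and cells given 10 µM MG132 for full effect; MG132 reads +100%, hits lower the ratio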
#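 Cell line TMD8 (human ABC DLBCL), stably expressing tet-inducible CBG68-IkBa fusion and CBR; IMDM/0.5% FBS; cpd up to 46 uM; dox induction, 4 h, 37C/5% CO2; dual luminescence; green/red ratio; MG132 control.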
# AT treatment: potential ataxia-telangiectasia treatments restoring KAP-1 phosphorylation | […] A-T fibroblasts, KAP-1 phosphorylation AlphaLISA; neocarzinostatin DNA damage 30 min before lysis | Potency, µM (highest dose often 57.5 µM), without a hit: at the top dose activation, hits mostly activators | 0.19% of 320,000 active; note: potency is the fitted concentration of half-maximal effect; % of control where 0% means no effect; nearly all actives have a fitted effect of over 45% in size
#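 ATM-like activity read as KAP-1 phosphorylation via AlphaLISA donor/acceptor antibody pairs after lysis and 6 hr at 25C. Cells were ATM-null patient fibroblasts ([…], hTERT), dosed 60 min, then exposed to the DSB inducer NCS for 30 min.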
# TCR activator: activators of T cell receptors; primary human leukocytes, anti-CD3, IL-2 HTRF, 48 h; Potency, µM (titrated, usually from 9.22 µM), without a hit: at the highest dose activation of IL-2 secretion, actives largely listed as activators; 330,000 tested, under 10 active; AID 504894; note: % of control where 0% means no effect
#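 Human primary leukocytes + a-CD3 beads + cpd, 48 hr; IL-2 in supernatant by HTRF (ex 320nm / em 665nm). No co-stimulatory signal supplied.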
# TSHR antagonist: human thyrotropin receptor antagonism; AID 504810; activity change, negative = inhibition, % at 11.5 µM; P16473; TSHR-expressing cells, TSH-stimulated cAMP HTRF, 2 h; stronger effect = lower value; 0.2% of 330,000 active;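 active = activity change below a set negative limit, meaning inhibition stronger than a set level, cut at about -70% in these data; inconclusive = activity change between two set negative limits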; note: % is set by controls: 0 for no effect and ±100 for the full control effect
#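 TSHR-expressing cells were treated with compounds, then stimulated with TSH at EC80 (4nM final) for 2 hours at 37 deg C. Cellular cAMP was measured by HTRF competition between lysate cAMP and cAMP-d2 for a cryptate-labelled anti-cAMP antibody.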
# ELG1 repair inh: ELG1-dependent DNA repair inhibition | HEK293T ELG1-luciferase reporter, luminescence, 16 h; DNA damage induced by 5-fluorouridine | Potency, µM (series often up to 46.1 µM), for the others: at the top dose activity change, negative = inhibition, most hits filed as inhibitors | 2.3% of 330,000 active; note: potency is the fitted concentration of half-maximal effect; % is set by controls: 0 for no effect and ±100 for the full control effect; nearly all actives have a fitted effect of over 55% in size
#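 HEK293T cells expressing luciferase-tagged ELG1 (2,000/well) received 5-Fluorouridine plus compound or DMSO for 16 hr at 37 °C. Luciferase was read by ONE-Glo luminescence after 30 min at room temperature.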
# Eya2 phos inh: inhibitors of human Eya2 phosphatase activity | recombinant Eya2, OMFP fluorescence dephosphorylation (OMFP is methylfluorescein phosphate) | 0.006% of 330,000 active | Potency, µM (highest dose often 76.9 µM), inactives show at the top dose activity, negative = inhibition, most hits filed as inhibitors; note: potency is the fitted concentration of half-maximal effect; % is set by controls: 0 for no effect and ±100 for the full control effect
# Target sequence (O00167 whole entry, looked up): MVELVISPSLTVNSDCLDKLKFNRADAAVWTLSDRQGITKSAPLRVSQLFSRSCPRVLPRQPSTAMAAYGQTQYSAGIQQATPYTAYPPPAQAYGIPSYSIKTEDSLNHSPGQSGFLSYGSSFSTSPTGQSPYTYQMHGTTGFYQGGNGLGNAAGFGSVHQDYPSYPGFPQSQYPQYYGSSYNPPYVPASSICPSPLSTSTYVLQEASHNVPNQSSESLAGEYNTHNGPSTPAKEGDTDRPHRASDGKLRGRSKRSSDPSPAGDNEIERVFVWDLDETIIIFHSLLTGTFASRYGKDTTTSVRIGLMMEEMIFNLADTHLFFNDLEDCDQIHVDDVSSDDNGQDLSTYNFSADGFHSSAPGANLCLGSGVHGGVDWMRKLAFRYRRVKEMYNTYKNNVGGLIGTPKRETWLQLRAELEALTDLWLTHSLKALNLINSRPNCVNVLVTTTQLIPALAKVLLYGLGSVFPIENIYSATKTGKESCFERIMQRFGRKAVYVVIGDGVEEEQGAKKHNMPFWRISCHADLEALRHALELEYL
#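 Eya2 (0.2 uM) preincubated 10 min at ambient with compound, then OMFP substrate added at 50 uM; 10 min reaction in 50 mM HEPES pH 7.5, 50 mM NaCl, 5 uM MgCl2, 0.05% BSA, 1 mM DTT. Fluorescence read at Ex 485/Em 525 nm.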
# Starred values were filed as active, the others as inactive; ? = inconclusive; / = not tested or not shown; [ ] = another dose, or the depositor's remark. Unless noted, calls come from the whole dose curve; as a rule, active = well fitted curve in the direction sought with a large enough effect; inconclusive = small, poorly fitted or top-dose-only effect, or another doubt; inactive = no such curve, though single readings can be large; an effect the other way counts as inactive or inconclusive.
# Screens in order: a7 integrin act | Tb PFK block | Mito fusion act | PTAP TSG101 blk | ASM inhibitor | Chronic BCR inh | AT treatment | TCR activator | TSHR antagonist | ELG1 repair inh | Eya2 phos inh
O=C(CC12CC3CC(CC(C3)C1)C2)Nc1ccc(C(=O)O)cc1
 : 2% | 0% | 7% | -1% | 5% | -17% | 1% | -4% | 19 | 8% | -6%
NC(=O)c1ccccc1NC(=O)/C=C/c1c(Cl)cccc1Cl
 : -49%[inhibitor] | 3% | 2% | -4% | -3% | 0% | -3% | 3% | -22 | ? | 11%
Cc1cccc(NC(=O)c2ccc(COc3ccccc3)o2)n1
 : 1% | -4% | 3% | -3% | -3% | -7% | 0% | -4% | 10 | 27% | 4%
CC(=O)Nc1ccc(NC(=O)C(C)Sc2nc3ccccc3c(=O)n2Cc2ccco2)cc1 (stereo not drawn)
 : -5% | -6% | 1% | 2% | -8% | 0% | 0% | -3% | 0 | 4% | -1%
O=C(CNC(=O)c1ccco1)OCC(=O)c1ccc2c(c1)CCCC2
 : 0% | 0% | 0% | -10% | 4% | 1% | 2% | -2% | -7 | 19% | 2%
O=C(O)c1c(F)c(F)c(F)c(F)c1-c1ccc(Cl)cc1
 : -2% | -4% | -2% | -7% | 3% | ? | 1% | -1% | -5 | -9% | 12%
CCN(CC)S(=O)(=O)c1ccc(OC)c(NC(=S)Nc2cccc(C)c2C)c1
 : -12% | 0% | 1% | -1% | 0% | 7% | 6% | 0%[46.1 µM] | 2 | -12% | -11%
O=C(O)C1C2C=CC(C2)C1C(=O)Nc1ccc2c(c1)OCCO2 (stereo not drawn)
 : 13% | -2% | 2% | -11% | 5% | 0% | 6% | / | -12 | 23% | 2%
N#Cc1ccccc1S(=O)(=O)N1CCN(C(=O)c2cc(-c3ccccc3)nn2-c2ccccc2)CC1
 : 20% | 0% | 1% | 0% | -3% | -2% | 3% | 4% | -15 | ? | 1%
CC(OC(=O)c1ccc(NC(=O)CC#N)cc1)C(=O)Nc1ccc2c(c1)OCCO2 (stereo not drawn)
 : 14% | -1% | 3% | 1% | 2% | ? | -2% | 6% | -6 | -27% | -2%
CCN(CC)C(=S)Oc1c(Cl)cccc1Cl
 : 2% | -1% | -18% | -1% | -1% | 4% | 19% | -3% | -11 | 4% | -3%
Cc1ccc(CCNC(=O)C2CCC(CNc3c(N4CCC(C)CC4)c(=O)c3=O)CC2)cc1 (stereo not drawn)
 : -11% | 0% | 22% | -1% | -1% | -1% | 9% | 8% | 23 | ? | -11%
Cc1ccc(C(=O)N2CCN3C(=O)c4ccccc4C23c2ccc(Cl)cc2)cc1 (stereo not drawn)
 : -16% | 2% | ? | -8% | -9% | ? | 2% | 3% | 36 | 1% | 6%
CC(=O)C1C(c2ccc(Br)cc2)C2C(C)=NN=C2CC1(C)O (stereo not drawn)
 : 8% | -1% | -7% | -1% | 0% | -2% | -3% | 5%[46.1 µM] | 0 | 7% | 2%
CCCCC(=O)Nc1ccc2oc(-c3ccncc3)nc2c1
 : 2% | 0% | 7% | -2% | 36%[activator] | ? | 2% | 8% | 0 | 11% | 11%

# Next section; it opens with the three that closed the last part.
# Screens in order: a7 integrin act | Tb PFK block | Mito fusion act | PTAP TSG101 blk | ASM inhibitor | Chronic BCR inh | AT treatment | TCR activator | TSHR antagonist | ELG1 repair inh | Eya2 phos inh
Cc1ccc(C(=O)N2CCN3C(=O)c4ccccc4C23c2ccc(Cl)cc2)cc1 (stereo not drawn)
 : -16% | 2% | ? | -8% | -9% | ? | 2% | 3% | 36 | 1% | 6%
CC(=O)C1C(c2ccc(Br)cc2)C2C(C)=NN=C2CC1(C)O (stereo not drawn)
 : 8% | -1% | -7% | -1% | 0% | -2% | -3% | 5%[46.1 µM] | 0 | 7% | 2%
CCCCC(=O)Nc1ccc2oc(-c3ccncc3)nc2c1
 : 2% | 0% | 7% | -2% | 36%[activator] | ? | 2% | 8% | 0 | 11% | 11%
Cc1cc(OCC(=O)NCCCn2ccnc2)c2c(C)cc(=O)oc2c1
 : 29% | 0% | -2% | -1% | 0% | -8% | 8% | 7% | 7 | 21% | -11%
CC1=C(C(=O)N2CCCCC2)C(c2cccs2)NC(=O)N1 (stereo not drawn)
 : 22% | -1% | -1% | -2% | 5% | 2% | 8% | 0% | -2 | 1% | -6%
O=C(CNC(=O)c1ccccc1Br)NNC(=O)c1cccs1
 : -13% | -13% | -2% | -4% | -1% | 0% | -6% | 0% | 0 | 0% | 10%
O=C(NCCCN1CCOCC1)c1ccc2c(=O)n(Cc3ccccc3)c(=S)[nH]c2c1
 : 7% | 10% | -10% | -1% | -2% | 12% | 1% | -9% | 5 | -5% | -5%
Cc1ccc(-c2nn(-c3ccccc3)cc2/C=C2\SC(=S)N(CC(=O)O)C2=O)cc1
 : 20% | -5% | 1% | -5% | 1% | 6% | 19% | 0% | -14 | 12% | -7%
O=C(O)c1cccc(Oc2ccccc2[N+](=O)[O-])c1
 : -13% | 26% | -2% | -4% | 0% | 3% | 1% | 7% | -10 | 6% | -4%
CS(=O)(=O)N1CCN=C1SCc1ccccc1
 : -5% | 5% | -3% | -4% | 2% | 0% | 9% | 6% | 8 | 19% | 7%
CCOC(=O)c1cnc(-n2nc(C)cc2C)nc1Nc1ccc2c(c1)OCO2
 : / | 1% | ? | / | / | 0% | -2% | / | 22 | ? | -1%
CCOC(=O)C1=C(O)/C(=C/c2ccc(OCC(=O)O)c(OCC)c2)SC1=Nc1ccc(C)cc1
 : 31% | 0% | -3% | 0% | 47%[activator] | ? | -1% | -2% | -11 | ? | 1%
Cc1ccc(C(C(=O)NC(C)(C)C)N(C(=O)c2csnn2)c2cccc(F)c2)o1 (stereo not drawn)
 : 5% | -3% | 4% | -1% | -1% | ? | 4% | / | -2 | 7% | 0%
Cc1c(C(=O)OC(C)C)sc(N)c1C(=O)OC(C)C
 : -4% | 5% | 3% | -1% | -2% | ? | 31% | -10%[46.1 µM] | 5 | ? | -10%
COc1cc(NC(=O)C(c2ccccc2)c2ccccc2)c(C(=O)O)cc1OC
 : ? | 1% | 0% | -5% | 7% | 9% | -4% | / | 1 | 2% | -5%
COc1ccc(-n2nc([N+](=O)[O-])c(=NCCc3ccccc3)n2O)cc1
 : 14% | -1% | 15% | -3% | -5% | ? | 4% | -5%[46.1 µM] | -6 | ? | -9%
COc1ccc(CNC(=O)C(=O)NCC2OCCN2C(=O)c2ccc(OC)cc2)cc1 (stereo not drawn)
 : -4% | 0% | ? | / | 2% | 1% | 11% | 2% | -2 | -2% | 6%
CCOc1ccccc1-c1nc(CN2CCCC2c2nccs2)c(C)o1 (stereo not drawn)
 : 7% | 0% | -7% | -1% | 5% | 13% | 3% | 0% | -11 | -14% | -3%

# Going on with the list:
# Screens in order: a7 integrin act | Tb PFK block | Mito fusion act | PTAP TSG101 blk | ASM inhibitor | Chronic BCR inh | AT treatment | TCR activator | TSHR antagonist | ELG1 repair inh | Eya2 phos inh
Cc1cccc(-c2nnc(SCC(=O)C(C)(C)C)n2C)c1
 : -25% | -1% | 0% | -3% | 4% | 10% | 1% | -5% | -4 | ? | 9%
COC(=O)C1CCN(C(=O)c2cc(OC)c(OC)c(OC)c2)CC1
 : 8% | -4% | -2% | -6% | 1% | -1% | 9% | -6% | 5 | 7% | -4%
CN(C(=O)c1cccc(S(=O)(=O)N2CCCCC2)c1)C1CCS(=O)(=O)C1 (stereo not drawn)
 : -2% | -7% | -5% | 0% | 0% | -1% | -1% | 2% | 0 | 15% | -13%
O=C(Oc1c(Cl)cc(Cl)c2cccnc12)N1CCOCC1
 : 30% | -7% | -3% | -3% | 1% | -4% | 3% | -4% | 4 | -1% | -44%
O=C(CCN1C(=O)/C(=C/c2ccco2)SC1=S)Nc1ccc(C(=O)O)c(O)c1
 : -12% | ? | 6% | -10% | -2% | 19% | 0% | -4% | 1 | 1% | 6%

# Bioassay records as filed in PubChem BioAssay.
